Screening results deposited in PubChem BioAssay by The Scripps Research Institute Molecular Screening Center.
TCR CD3 inh: human TCR-CD3 binding inhibition; AID 651800; 360,000 tested, 0.37% active; inhibition, % at 9.4 µM; TAMRA-labeled TCR probe fluorescence, biochemical; in the data active = inhibition above about 19%;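 note: recombinant mutant TCR 2C K166C tagged with TAMRA read by polarization; 0% = receptor in buffer alone and 100% = receptor with positive control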
TDP2 absorb: TDP2 (human) inhibition, absorbance primary screen; recombinant TDP2, T5PNP hydrolysis, p-nitrophenol absorbance 415 nm; 370,000 tested, 0.34% active; O95551; inhibition, % at 12.8 µM;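 active = inhibition above the mean of all tested compounds plus 3 SD, set per campaign, cut at about 25% in these data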;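 note: 0% = DMSO with enzyme and 100% = buffer with substrate but no TDP2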
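System – recombinant human TDP2 · Quantity – TDP2 enzyme at 120 nM final · Doses – single concentration, 12.8 µM nominal, with 1% DMSO · Incubation – 2 h at 37 °C · Measured by – epi absorbance of p-nitrophenol freed from T5PNP by hydrolysis · Read-out – % inhibition relative to enzyme-containing and enzyme-free wells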
HTRA1 inhibitor: blocks human HTRA1 serine peptidase; Q92743; recombinant HTRA1, FP-rhodamine activity-based probe, fluorescence polarization; inhibition, % at 5.96 µM; 340,000 tested, 0.5% active; AID 504803; in the data active = inhibition above about 36%;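 note: 0% = enzyme with DMSO and 100% = wells lacking enzyme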
ABHD4 inh: inhibits mouse alpha/beta hydrolase domain 4; Q8VD66; purified mABHD4, FP-Rh probe fluorescence polarization; inhibition, % at 8.92 µM; 370,000 tested, 0.54% active; AID 720543;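 active = inhibition exceeding the mean over every tested compound plus 3 SD, cut at about 30% in these data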;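 note: 0% = plate median of compound wells and 100% = S159A mutant with DMSO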
Target sequence (Q8VD66 whole entry, looked up, the tested form may be a part): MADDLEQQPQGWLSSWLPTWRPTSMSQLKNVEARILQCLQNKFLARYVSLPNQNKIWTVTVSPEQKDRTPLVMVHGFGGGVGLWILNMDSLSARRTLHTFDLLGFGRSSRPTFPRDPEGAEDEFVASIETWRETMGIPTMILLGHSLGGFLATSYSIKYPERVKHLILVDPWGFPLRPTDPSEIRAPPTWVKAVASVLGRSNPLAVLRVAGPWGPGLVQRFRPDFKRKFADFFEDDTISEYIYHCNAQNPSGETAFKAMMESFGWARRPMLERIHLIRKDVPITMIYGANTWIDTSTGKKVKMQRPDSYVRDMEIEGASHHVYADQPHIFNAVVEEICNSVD
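Test system: mouse ABHD4 enzyme, wild type. Reagent: FP-Rh fluorescent activity-based probe, added after compound pre-incubation. Timing: pre-incubation 45 min, probe exposure 60 min, at 25 °C. Technique: FP readout, ex 525 nm / em 598 nm. Benchmarks: high control S159A mutant with DMSO, low control median of compound wells.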
PG9 Ab binder: binds the HIV-1 gp120 antibody PG9. TR-FRET gp120-PG9 antibody binding. inhibition, % at 6.7 µM. 360,000 tested, 0.43% active. AID 624416; in the data active = inhibition above about 8.5%
SIAE inh: blocks human sialic acid acetylesterase | Q9HAT2 | SIAE FP-Rh probe binding, fluorescence polarization | inhibition, % at 9.66 µM | 370,000 tested, 0.69% active | AID 1053197;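 active = inhibition above a cutoff: mean of compounds within the control limits plus 3 SD of those, cut at about 17% in these data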;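 note: 0% = plate median of compound wells and 100% = probe without SIAE protein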
Tn7 DDE FP: disrupts Tn7 cyclic peptide binding to fibrin D-Dimer-E complex; P02675; FP displacement of FITC-Tn7 peptide from fibrin DD(E); 0% = median of compound wells per plate; inhibition, % at 8.3 µM; 370,000 tested, 0.13% active; AID 720508;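 active = inhibition above the mean of compounds falling within the control limits plus 3 SD of them, cut at about 14% in these data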;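 note: 0% = plate median of compound wells and 100% = 10 µM Aha-Tn7 peptide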
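system = human fibrin DD(E) protein | quantity = DD(E) 2 µM final | medium = Tris/NaCl/CaCl2 buffer, pH 7.8 | also added = labelled Tn7 tracer, 0.1 µM | compound dosing = single point at 8.3 µM | timing = compound with protein 10 min, then 3 h after probe, room temperature | signal = FP measurement | benchmarks = Aha-Tn7 high control | repeats = one replicate per compound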
LEDGF integ inh: blocks HIV-1 LEDGF/p75-dependent DNA integration. inhibition, % at 3.7 µM. TR-FRET IN-LEDGF/p75 DNA integration, Eu/Cy5. 370,000 tested, 0.64% active. AID 743269;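 active = inhibition above the screen-wide mean plus 3 SD, cut at about 13% in these data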;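 note: signal is the Cy5 over europium emission ratio at 671 and 618 nm; 0% = plate median of compound wells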
PRMT1 FP inh: inhibitors of human PRMT1; recombinant PRMT1, activity-based probe fluorescence polarization; inhibition, % at 2.79 µM; 370,000 tested, 1.3% active; AID 652257;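 active = inhibition above about 21% made by adding two undisclosed values, limit read from the data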
UHRF1 binding: UHRF1 methyl-DNA binding inhibition. AID 687016. 370,000 tested, 0.75% active. UHRF1 binding to methylated oligo, TR-FRET. inhibition, % at 4.4 µM. Q96T88; in the data active = inhibition above about 21%;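 note: UHRF1 SRA domain binding a hemimethylated CpG hairpin DNA probe; 0% = median of test compound wells and 100% = reference inhibitor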
Target sequence (Q96T88 whole entry, looked up, the tested form may be a part): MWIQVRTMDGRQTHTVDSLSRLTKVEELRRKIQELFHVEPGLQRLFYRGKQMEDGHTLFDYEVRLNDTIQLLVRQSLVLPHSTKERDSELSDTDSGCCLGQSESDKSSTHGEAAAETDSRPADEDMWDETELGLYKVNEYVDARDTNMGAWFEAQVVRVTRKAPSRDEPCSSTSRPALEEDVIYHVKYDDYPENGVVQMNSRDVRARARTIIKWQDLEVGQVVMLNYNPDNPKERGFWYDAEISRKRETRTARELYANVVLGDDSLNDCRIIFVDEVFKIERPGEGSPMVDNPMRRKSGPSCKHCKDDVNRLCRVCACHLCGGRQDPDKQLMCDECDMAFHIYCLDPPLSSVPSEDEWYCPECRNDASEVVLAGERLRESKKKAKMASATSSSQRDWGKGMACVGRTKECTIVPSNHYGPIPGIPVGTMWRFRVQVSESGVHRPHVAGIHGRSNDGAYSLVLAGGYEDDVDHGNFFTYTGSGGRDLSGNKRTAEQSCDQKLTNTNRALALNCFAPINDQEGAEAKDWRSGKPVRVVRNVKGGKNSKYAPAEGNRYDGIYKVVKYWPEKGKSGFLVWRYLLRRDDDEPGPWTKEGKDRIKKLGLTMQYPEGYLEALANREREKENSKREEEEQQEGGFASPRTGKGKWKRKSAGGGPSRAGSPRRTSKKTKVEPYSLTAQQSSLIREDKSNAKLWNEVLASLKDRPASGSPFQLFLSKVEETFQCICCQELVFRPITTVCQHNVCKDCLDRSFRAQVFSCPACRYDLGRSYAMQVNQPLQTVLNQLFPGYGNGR
The depositor's hits bear a star; · = no result given.

SMILES | TCR CD3 inh | TDP2 absorb | HTRA1 inhibitor | ABHD4 inh | PG9 Ab binder | SIAE inh | Tn7 DDE FP | LEDGF integ inh | PRMT1 FP inh | UHRF1 binding
Cc1ccc(-n2c(-c3ccccc3)cc(=O)nc2C)cc1 | 4 | -12 | -7 | -1 | -0.8 | 7 | 9 | 4 | 6 | 1
Cn1c(=O)c2[nH]c(NCC3CCCO3)nc2n(-c2ccccc2)c1=O (centres undefined) | 2 | -1 | 3 | 3 | -1.0 | 2 | -4 | -1 | 1 | 3
CC(=O)OCC(=O)[C@@]1(O)[C@H](C)C[C@H]2[C@@H]3CCC4=CC(=O)C=C[C@]4(C)[C@@]3(F)[C@@H](O)C[C@@]21C | 7 | -18 | 1 | -9 | -0.4 | -13 | 8 | 6 | -6 | -1
O=C(Nc1ccccn1)C1CCCN(c2ncnc3c2nc2n3CCCCC2)C1 (centres undefined) | 2 | 15 | 5 | -2 | -0.9 | -1 | -1 | -1 | -1 | -1
COc1cccc(C(NC(C)=O)c2nc(-c3ccc(OC)nc3)cs2)c1 (centres undefined) | 7 | 3 | · | -3 | 0.8 | 8 | 5 | -1 | -2 | -3
Cc1ccc2nc(N3CCN(C)CC3)c(C=O)c(=O)n2c1 | 3 | -2 | 0 | 5 | 0.4 | 7 | 5 | -4 | 14 | -1
O=C(Cc1ccsc1)NCC(=O)Nc1ccc(F)c(F)c1 | 7 | 9 | 0 | -5 | 0.0 | 7 | 0 | -1 | -2 | 2
CC(C)(C)NC(=O)NC(=O)COC(=O)CCCc1c[nH]c2ccccc12 | -8 | -18 | 32 | -2 | -1.2 | 6 | -11 | 6 | 0 | 5
CC(=O)NC(C)(c1ccccc1)c1nc(-c2csc3ccccc23)cs1 (centres undefined) | 0 | -1 | · | -18 | 1.9 | -5 | 2 | -3 | 6 | 2
Cc1ccc(OCC(=O)NCCCNC(=O)c2cnccn2)cc1C | 3 | -4 | -4 | 2 | -0.5 | -7 | 5 | -2 | -2 | -2
CN1CCN(Cc2oc(CO)cc(=O)c2O)CC1 | 5 | 4 | 3 | -5 | -0.6 | 16 | -1 | 5 | -4 | -3
Cc1ccc(NC(=O)CCS(=O)(=O)c2ccc(Br)s2)cc1 | -3 | -10 | -6 | -16 | -1.2 | -6 | 2 | -5 | 3 | 5

4 of these compounds, reformatted:
compound	TCR CD3 inh	TDP2 absorb	HTRA1 inhibitor	ABHD4 inh	PG9 Ab binder	SIAE inh	Tn7 DDE FP	LEDGF integ inh	PRMT1 FP inh	UHRF1 binding
CC(C)(C)NC(=O)NC(=O)COC(=O)CCCc1c[nH]c2ccccc12	-8	-18	32	-2	-1.2	6	-11	6	0	5
CC(=O)NC(C)(c1ccccc1)c1nc(-c2csc3ccccc23)cs1 (centres undefined)	0	-1	·	-18	1.9	-5	2	-3	6	2
Cc1ccc(OCC(=O)NCCCNC(=O)c2cnccn2)cc1C	3	-4	-4	2	-0.5	-7	5	-2	-2	-2
CN1CCN(Cc2oc(CO)cc(=O)c2O)CC1	5	4	3	-5	-0.6	16	-1	5	-4	-3

Continuation.
SMILES | TCR CD3 inh | TDP2 absorb | HTRA1 inhibitor | ABHD4 inh | PG9 Ab binder | SIAE inh | Tn7 DDE FP | LEDGF integ inh | PRMT1 FP inh | UHRF1 binding
Cc1ccc(CS(=O)Cc2ccc(C(=O)N3CCN(c4ccccn4)CC3)o2)cc1 (centres undefined) | -2 | -7 | 5 | 3 | -2.1 | 4 | -2 | -5 | 1 | 1
COc1ccc2nc(NC(=O)CSC3=NCCS3)sc2c1 | 2 | 2 | -16 | -3 | 0.0 | -8 | -7 | 1 | 7 | 0
CC(C)(C)NC(=O)C1CCN(S(=O)(=O)c2cccc3nsnc23)CC1 | 4 | 0 | 1 | 2 | -2.6 | 1 | -3 | -1 | -8 | -1
CCN1CCN(S(=O)(=O)c2ccc(C(=O)Nc3sc4c(c3C(N)=O)CCN(CC)C4)cc2)CC1 | -1 | -7 | 5 | 1 | -6.2 | -7 | -1 | 0 | 1 | 5
O=C(Nc1ncc(Cc2cccc([N+](=O)[O-])c2)s1)c1ccco1 | -3 | -1 | -10 | 3 | 0.7 | 3 | -4 | -2 | 1 | 2
COc1ccc(Cl)cc1C(=O)Nn1c(-c2cccs2)nc2ccccc2c1=O | -9 | -5 | 4 | 0 | 1.9 | -16 | 2 | 1 | 4 | 0
COc1ccc([N+](=O)[O-])cc1NC(=O)c1ccc(Br)s1 | 0 | -17 | -14 | -7 | -0.9 | -28 | -1 | 6 | -2 | -1
O=C1[C@@H]2[C@H](C(=O)N1CC(O)COCc1ccccc1)C1C=C[C@H]2C1 (some centres undefined) | 1 | 5 | 1 | 6 | -0.2 | 2 | 0 | 1 | 3 | 1
COC(=O)c1c(NC(=O)CSc2nc(-c3ccco3)cc(C(F)(F)F)n2)sc2c1CCCC2 | -1 | 6 | 3 | 3 | -0.6 | 0 | 2 | 2 | 3 | 2
COc1ccc(NS(=O)(=O)c2ccc3c(c2)N(C(C)=O)CCO3)c(OC)c1 | 12 | -6 | 1 | -2 | -3.1 | 13 | 0 | -1 | -2 | -1
CCN(CC)S(=O)(=O)c1ccc(-n2c(=O)c(C(C)C)c(C)n2C)cc1 | -2 | 3 | 3 | -2 | -2.6 | 1 | 6 | 1 | 3 | 1
O=C(c1cn[nH]c1)c1cc(F)ccc1O | 2 | -10 | -4 | -1 | -1.4 | 0 | -12 | 2 | 0 | 0
O=C(O)c1ccc(-c2noc(-c3ccc(F)cc3)n2)cc1 | -4 | 0 | -3 | -12 | -0.6 | 1 | 0 | 5 | -3 | 5
CCOC(=O)C1CCCN(c2c(NCCc3ccc(C)cc3)c(=O)c2=O)C1 (centres undefined) | -6 | -6 | 12 | -2 | -2.1 | 1 | 2 | 2 | 3 | -1
Cc1ccc(N(C(=O)c2ccc(CN3CCOCC3)o2)C(C(=O)NCCC(C)C)c2cccs2)c(C)c1 (centres undefined) | 6 | -6 | 1 | -2 | 1.2 | 1 | -3 | 1 | -6 | 2
COc1ccccc1NC(=S)NC1CCCCCCCCCCC1 | -6 | 2 | 1 | -17 | 1.1 | -2 | -1 | 4 | 2 | 3
COc1cccc(CNC(=O)Cn2c(=O)c3cccn3c3ccccc32)c1 | 4 | -16 | -5 | -1 | 19* | 5 | 0 | 2 | -2 | -3
CC(=O)c1cccc(NC(=O)CN(Cc2ccccc2)S(C)(=O)=O)c1 | 6 | 5 | -4 | -6 | -0.3 | 0 | 9 | 1 | -2 | -1
Cc1ccc(O)c(-c2[nH]ncc2C(=O)c2ccc(Br)cc2)c1 | -6 | -7 | -33 | -24 | 0.5 | -9 | -3 | 14* | 8 | 2
COc1cccc(Nc2nc(C(N)c3ccccc3Cl)cs2)n1 (centres undefined) | -3 | -5 | · | 13 | 0.8 | 3 | -3 | 5 | -2 | -4
O=c1c2cnn(-c3ccccc3)c2ncn1Cc1cccnc1 | 2 | -12 | -2 | -7 | 1.2 | 8 | 5 | 2 | 0 | 3
CC(C)[C@H](NC(=O)c1cccc(S(=O)(=O)N2CCCC2)c1)c1nc2ccccc2[nH]1 | 2 | 3 | -1 | 1 | 0.0 | -3 | 1 | -1 | -1 | 0
CCc1c(O)c(-c2ccccc2)c(=O)n(-c2ccccn2)c1-c1ccccc1 | -3 | -17 | -6 | -1 | 0.3 | -2 | -1 | -2 | 1 | 6
COc1ccc(NC(=O)NC2(C(=O)N3CCCC(C)C3)CCCCC2)cc1 (centres undefined) | -7 | -10 | 6 | 4 | -0.5 | 4 | 3 | -4 | 2 | 0
CC(NS(=O)(=O)c1ccccc1)C1CC2CCC1C2 (centres undefined) | -1 | 9 | -8 | -4 | -1.0 | 0 | 0 | 1 | -4 | -2
Cc1cccc(NC(=O)C2CCCN(c3ncnc4c3nc3n4CCCCC3)C2)n1 (centres undefined) | 5 | 0 | 2 | 4 | -1.9 | 9 | 7 | -5 | -4 | -1
C=C(C)COc1ccc(-c2n[nH]c(C)c2-c2ccc(Br)cc2)c(O)c1 | 4 | -16 | 5 | -13 | 0.1 | -3 | 1 | -4 | 1 | -2
CC(Oc1ccc(C(=O)NC2CCCCC2)cc1)C(=O)O (centres undefined) | -1 | 10 | -1 | 1 | -2.7 | 12 | 1 | -1 | -1 | -1
COC(=O)c1[nH]c2ccc(C)cc2c1NS(=O)(=O)c1ccc(F)c(C)c1 | 0 | 4 | -22 | -22 | 0.7 | 8 | 2 | 2 | -3 | -2
CCC(NC(=O)c1ccccc1NC(=O)c1ccco1)C(=O)O (centres undefined) | -4 | 1 | 10 | 5 | -0.8 | 1 | 0 | 0 | 1 | 4
CCN(CC)C(=O)N1CCN(S(=O)(=O)c2ccc(C)c(C)c2)CC1 | -9 | -3 | 3 | 6 | 1.3 | -4 | 2 | 2 | 1 | 3
CC(=O)Oc1ccc2nc(CN3C(=O)c4ccc([N+](=O)[O-])cc4C3=O)oc(=O)c2c1 | -3 | -2 | 3 | 4 | 1.5 | 7 | -8 | 3 | 3 | 3
c1cncc(-c2nn3c(Cn4cnc5ccccc54)nnc3s2)c1 | 0 | -6 | 4 | 3 | 0.7 | 1 | 3 | -3 | 6 | -1
O=C(NCCN1CCOCC1)c1cccc(S(=O)(=O)Nc2ccc(F)cc2)c1 | 4 | 5 | -1 | -3 | -0.1 | 6 | 6 | 2 | -2 | 1
Cn1c(=O)c2c(c3ccccc31)OC(C)(C)CC2 | 6 | 0 | 0 | 1 | 0.5 | 2 | 2 | 1 | -4 | -2
Cc1ccc(S(=O)(=O)N(C)c2ccc(OCC(=O)Nc3nc4ccccc4s3)cc2)cc1 | 21* | -19 | -49 | -13 | -2.8 | -31 | -3 | 2 | -1 | -1
COC(=O)[C@]12C[C@H](CC(=O)NCC3CCCCC3)C(=O)N(Cc3ccc(Cl)cc3Cl)C1=C[C@H](C1CCCC1)O[C@@H]2C | · | -10 | · | -1 | · | 5 | 3 | -3 | 0 | -1
Cc1ccc(CNC(=O)c2nnc(CS(=O)(=O)c3ccccc3)o2)cc1 | 13 | -1 | -11 | -7 | -0.4 | -14 | -5 | 3 | -1 | 0
CCC(=O)c1ccc(OCC(=O)OCC(=O)NC2CCCCCCC2)cc1 | -1 | -12 | 2 | -9 | -1.0 | 1 | 0 | 8 | -2 | 1
COC(=O)c1cccc(NC(=O)CCN2C(=O)NC(C)(C)C2=O)c1 | 6 | -11 | 2 | 2 | -0.9 | -2 | -3 | 1 | 1 | 1
CCc1nnc(NS(=O)(=O)c2ccc(NC(=O)COc3ccc4ccccc4c3)cc2)s1 | 0 | 6 | -7 | -18 | -0.6 | 2 | -3 | 1 | -2 | -2
COC(=O)c1cc2c(c3c4cc(C)ccc4n(S(=O)(=O)c4ccccc4)c13)C(=O)N(Cc1ccc(C(F)(F)F)cc1)C2 | 7 | 1 | · | -3 | -2.7 | -4 | -3 | 0 | -3 | 0
